Compound activity deposited in PubChem by Sanford-Burnham Center for Chemical Genomics.
Rat MKP-3 inhibitors: MKP-3 phosphatase inhibitors, primary screen, biochemical, rat enzyme, in vitro (AID 425). recombinant MKP-3 phosphatase activity, fluorescence; higher % means a stronger effect. inhibition, % at 20 µM; hits with a dose series show IC50 in µM. 110,000 compounds, 0.17% hits; in the data active means inhibition above about 50%;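 further: plate controls were vehicle for no effect and reference inhibitor for full effect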
Hsp70 displacement: small molecules displacing fluorescent ligand from Hsp70 – biochemical, fluorescence polarization, primary screen (AID 583); Hsp70 fluorescence polarization probe displacement, mP; higher % means a stronger effect; one-dose displacement, % at 20 µM; IC50 in µM for titrated hits; 140,000 compounds, 0.06% hits; in the data active means displacement above about 50%;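 further: plate controls were vehicle for no effect and reference ligand for full effect; a part of the inactive calls stands beside numbers as strong as those of hits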
An asterisk follows results filed as active; nt = not tested or not shown. A portion of the library; count on the stated rates, not on these rows.

NC12CN3CN(CN(C3)C1)C2 (tested in a mixture with another compound)
  Rat MKP-3 inhibitors: 0%	Hsp70 displacement: 3.9%

CCC(=NCc1ccco1)c1c(O)n(-c2ccc(OC)cc2)c(=O)[nH]c1=O
  Rat MKP-3 inhibitors: -10%	Hsp70 displacement: -2.7%

Oc1c(Br)cc(Br)cc1CN1CCN(Cc2ccccc2)CC1
  Rat MKP-3 inhibitors: nt	Hsp70 displacement: 13%

CCCCNC(=O)Nc1ccc(C(O)(C(=O)OCC)C(F)(F)F)cc1 (centres undefined)
  Rat MKP-3 inhibitors: -4%	Hsp70 displacement: 0.3%

Cc1cc(OCc2ccc(F)cc2)c2c3c(c(=O)oc2c1)CCCC3
  Rat MKP-3 inhibitors: 3%	Hsp70 displacement: -1.3%

CN(C)c1cc(N)c2c(n1)CCC2 (tested in a mixture with another compound)
  Rat MKP-3 inhibitors: -15%	Hsp70 displacement: 0.2%

Cc1ccc(S(=O)(=O)Cc2ccc(C(=O)N3CCC4(CC3)OCCO4)o2)cc1
  Rat MKP-3 inhibitors: -8%	Hsp70 displacement: 4.1%

COc1ccc(N2C(=O)NC(=O)C(CCc3ccncc3)(CCc3ccncc3)C2=O)cc1
  Rat MKP-3 inhibitors: nt	Hsp70 displacement: 3.1%

CCN1CC=C(c2c[nH]c3ccccc23)CC1
  Rat MKP-3 inhibitors: 5%	Hsp70 displacement: 7.4%

COc1ccc(C2=NCC(=O)N(CC(=O)NCc3ccco3)c3sc4c(c32)CCCC4)cc1OC
  Rat MKP-3 inhibitors: -5%	Hsp70 displacement: 5.7%

CCOc1ccc(C2SCC(=O)Nc3c2c(=O)[nH]n3C2CCCCCC2)cc1 (centres undefined)
  Rat MKP-3 inhibitors: 0%	Hsp70 displacement: nt

Nc1c(C(=O)NCCCc2ccccc2)c2nc3ccccc3nc2n1Cc1cccs1
  Rat MKP-3 inhibitors: nt	Hsp70 displacement: 6.4%

Nc1cccc(N=Cc2c(O)n(Cc3ccc(F)cc3)c(=O)[nH]c2=O)c1
  Rat MKP-3 inhibitors: -8%	Hsp70 displacement: -2.9%

S=C1NCCN1
  Rat MKP-3 inhibitors: nt	Hsp70 displacement: -3.0%

CCCCN1C(=O)C(C2c3ccccc3C(=O)N2Cc2ccccc2)C(=O)NC1=S (centres undefined)
  Rat MKP-3 inhibitors: nt	Hsp70 displacement: -3.1%

Shown tab-delimited: entries from further up
SMILES	Rat MKP-3 inhibitors	Hsp70 displacement
CCN1CC=C(c2c[nH]c3ccccc23)CC1	5%	7.4%
COc1ccc(C2=NCC(=O)N(CC(=O)NCc3ccco3)c3sc4c(c32)CCCC4)cc1OC	-5%	5.7%

(continued)
CC(=O)CC(C)(C)n1c[n+](C)nn1
  Rat MKP-3 inhibitors: 12%	Hsp70 displacement: -0.8%

O=C(COc1ccc2ccccc2c1)N1CCN(Cc2ccc(F)cc2)CC1
  Rat MKP-3 inhibitors: 2%	Hsp70 displacement: 0.8%

COc1cc(Cn2c(N)c(C(=O)NCc3ccco3)c3nc4ccccc4nc32)cc(OC)c1OC
  Rat MKP-3 inhibitors: nt	Hsp70 displacement: 8.9%

C=Cn1c(P(=S)(N2CCOCC2)N2CCOCC2)cc2c1CCCC2
  Rat MKP-3 inhibitors: -8%	Hsp70 displacement: 12%

COc1ccccc1CN1CCN(C(=O)COc2cccc(C)c2)CC1
  Rat MKP-3 inhibitors: -6%	Hsp70 displacement: 6.4%

O=C1NC(=O)N(c2ccc(Br)cc2)C(=O)/C1=C/C=C/c1ccccc1
  Rat MKP-3 inhibitors: 7%	Hsp70 displacement: 2.8%

O=C1NC(=S)NC(=O)C1=Cc1ccc(O)cc1
  Rat MKP-3 inhibitors: -2%	Hsp70 displacement: 3.5%

C=C(C)COc1cc(C)cc2oc(=O)c3c(c12)CCC3
  Rat MKP-3 inhibitors: 4%	Hsp70 displacement: -6.0%

O=C1NC(=S)NC(=O)C1=Cc1ccc(-c2ccc([N+](=O)[O-])cc2Br)o1
  Rat MKP-3 inhibitors: 7%	Hsp70 displacement: 1.4%

CCCCN1C(=O)NC(=O)C2(Cc3c(nc4ccccn4c3=O)N3CCc4ccccc4C32)C1=O (centres undefined)
  Rat MKP-3 inhibitors: -2%	Hsp70 displacement: 2.3%

O=C1NC(=S)NC(=O)C1=Cc1ccc(OCc2cccc(C(=O)O)c2)cc1
  Rat MKP-3 inhibitors: -1%	Hsp70 displacement: -2.6%

COc1ccc(OC(=O)N(C)C)c(CN(C)C)c1
  Rat MKP-3 inhibitors: nt	Hsp70 displacement: -0.8%

O=C1NC(=O)C(=Cc2ccccc2OCc2ccccc2Cl)C(=O)N1
  Rat MKP-3 inhibitors: 2%	Hsp70 displacement: 3.6%

CCC(C)NC(=O)c1c(N)n(CC2CCCO2)c2nc3ccccc3nc12 (centres undefined)
  Rat MKP-3 inhibitors: 12%	Hsp70 displacement: 3.5%

O=c1oc2ccccc2c(O)c1C(c1cccnc1)c1c(O)c2ccccc2oc1=O
  Rat MKP-3 inhibitors: 0%	Hsp70 displacement: 2.8%

CC(=O)Nc1cc(C(=O)N2CCC3(CC2)OCCO3)ccc1S(=O)(=O)c1ccc(C)cc1
  Rat MKP-3 inhibitors: -5%	Hsp70 displacement: 4.0%

CC(=O)Nc1cc([As](=O)(O)O)ccc1O
  Rat MKP-3 inhibitors: nt	Hsp70 displacement: 3.1%

CCCCn1c(=O)c(C(=O)Nc2ccccc2Br)c(O)c2ccccc21
  Rat MKP-3 inhibitors: -1%	Hsp70 displacement: -2.2%

Cc1ccc(/C=C2/C(=O)NC(=O)N(c3ccc(Cl)cc3)C2=O)o1
  Rat MKP-3 inhibitors: 1%	Hsp70 displacement: 0.9%

COc1ccc(/C=C/C(=O)NC(C)Cc2ccccc2)cc1 (centres undefined)
  Rat MKP-3 inhibitors: -5%	Hsp70 displacement: 6.3%

CCOCC(=O)NC1CCSC1=O (centres undefined)
  Rat MKP-3 inhibitors: -10%	Hsp70 displacement: 1.0%

COc1ccc(CC2C(=O)NC(=O)N(c3ccccc3)C2=O)c(OC)c1 (centres undefined)
  Rat MKP-3 inhibitors: -19%	Hsp70 displacement: -3.3%

O=c1[nH]c(=S)n(CCC2=CCCCC2)c(O)c1C=NCc1cccnc1
  Rat MKP-3 inhibitors: nt	Hsp70 displacement: 5.6%

CC(C)Sc1nnc([C@@H](N)Cc2ccccc2)o1
  Rat MKP-3 inhibitors: nt	Hsp70 displacement: 7.2%

CCOC(=O)c1c(C)n(CC(C)C)c2ccc(O)cc12
  Rat MKP-3 inhibitors: 0%	Hsp70 displacement: -3.1%

OC(CNC1CCCCC1)c1ccccc1 (centres undefined)
  Rat MKP-3 inhibitors: 0%	Hsp70 displacement: 2.7%

COc1cc(/C=C/[N+](=O)[O-])ccc1OC(C)=O
  Rat MKP-3 inhibitors: 0%	Hsp70 displacement: 3.3%

COc1ccc(N2C(=O)/C(=C/c3ccc(I)o3)C(=O)NC2=S)cc1
  Rat MKP-3 inhibitors: 108%*	Hsp70 displacement: 92%*

CCN1CCN(c2ccc(NC(=O)C(C)C)cc2Cl)CC1
  Rat MKP-3 inhibitors: nt	Hsp70 displacement: 1.8%

CCCCC1C(=O)NC(=S)N(c2ccccc2)C1=O (centres undefined)
  Rat MKP-3 inhibitors: 3%	Hsp70 displacement: -4.3%

O=C(O)CCCc1ccc(N(CCCl)CCCl)cc1
  Rat MKP-3 inhibitors: -8%	Hsp70 displacement: 12%

CCOP(=S)(OCC)c1ccc(N(C)C)cc1
  Rat MKP-3 inhibitors: -4%	Hsp70 displacement: -4.4%

CN1C2CCC1CC(OC(=O)c1cc(Cl)cc(Cl)c1)C2 (centres undefined)
  Rat MKP-3 inhibitors: nt	Hsp70 displacement: 4.8%

C[C@H]1CCC/C=C/C2C[C@H](O)CC2[C@H](O)/C=C/C(=O)O1 (some centres undefined)
  Rat MKP-3 inhibitors: -1%	Hsp70 displacement: -2.2%

CNCC(O)c1cccc(OC(=O)c2ccccc2C)c1 (centres undefined)
  Rat MKP-3 inhibitors: 0%	Hsp70 displacement: 6.7%

Cc1cc(OCC(=O)c2ccc(F)cc2)c2c3c(c(=O)oc2c1)CCCC3
  Rat MKP-3 inhibitors: 4%	Hsp70 displacement: -1.6%

O=C(Cn1cnc2ccccc2c1=O)NCC(=O)N1CCC2(CC1)OCCO2
  Rat MKP-3 inhibitors: 10%	Hsp70 displacement: 3.7%

CSc1ccc(CN2CCN(Cc3cc(Br)ccc3O)CC2)cc1
  Rat MKP-3 inhibitors: -2%	Hsp70 displacement: 6.4%

C=CCN1C(=O)NC(=O)/C(=C/c2ccc(-c3cc([N+](=O)[O-])ccc3Cl)o2)C1=O
  Rat MKP-3 inhibitors: 1%	Hsp70 displacement: -1.4%

CCOC(=O)Cn1cc(C(=O)c2ccccc2F)c2ccccc21
  Rat MKP-3 inhibitors: nt	Hsp70 displacement: 5.2%

Cc1cc(C)n2nc(SC(C)C(=O)N3CCC4(CC3)OCCO4)nc2n1 (centres undefined)
  Rat MKP-3 inhibitors: 5%	Hsp70 displacement: -2.3%

COc1ccccc1N=Cc1c(O)n(C)c(=O)n(C)c1=O
  Rat MKP-3 inhibitors: -4%	Hsp70 displacement: -3.9%

N#Cc1cc2c(nc1SCC(=O)Nc1cc(Cl)ccc1Cl)C1CCN2CC1
  Rat MKP-3 inhibitors: nt	Hsp70 displacement: -1.3%

OCc1cnc[nH]1
  Rat MKP-3 inhibitors: nt	Hsp70 displacement: -3.8%

CC(N)Cc1c[nH]c2cc3c(cc12)OCCO3 (centres undefined)
  Rat MKP-3 inhibitors: 2%	Hsp70 displacement: -1.0%

21 of the compounds above, with tabs:
Molecule	Rat MKP-3 inhibitors	Hsp70 displacement
COc1ccc(CC2C(=O)NC(=O)N(c3ccccc3)C2=O)c(OC)c1 (centres undefined)	-19%	-3.3%
O=c1[nH]c(=S)n(CCC2=CCCCC2)c(O)c1C=NCc1cccnc1	nt	5.6%
CC(C)Sc1nnc([C@@H](N)Cc2ccccc2)o1	nt	7.2%
CCOC(=O)c1c(C)n(CC(C)C)c2ccc(O)cc12	0%	-3.1%
OC(CNC1CCCCC1)c1ccccc1 (centres undefined)	0%	2.7%
COc1cc(/C=C/[N+](=O)[O-])ccc1OC(C)=O	0%	3.3%
COc1ccc(N2C(=O)/C(=C/c3ccc(I)o3)C(=O)NC2=S)cc1	108%*	92%*
CCN1CCN(c2ccc(NC(=O)C(C)C)cc2Cl)CC1	nt	1.8%
CCCCC1C(=O)NC(=S)N(c2ccccc2)C1=O (centres undefined)	3%	-4.3%
O=C(O)CCCc1ccc(N(CCCl)CCCl)cc1	-8%	12%
CCOP(=S)(OCC)c1ccc(N(C)C)cc1	-4%	-4.4%
CN1C2CCC1CC(OC(=O)c1cc(Cl)cc(Cl)c1)C2 (centres undefined)	nt	4.8%
C[C@H]1CCC/C=C/C2C[C@H](O)CC2[C@H](O)/C=C/C(=O)O1 (some centres undefined)	-1%	-2.2%
CNCC(O)c1cccc(OC(=O)c2ccccc2C)c1 (centres undefined)	0%	6.7%
Cc1cc(OCC(=O)c2ccc(F)cc2)c2c3c(c(=O)oc2c1)CCCC3	4%	-1.6%
O=C(Cn1cnc2ccccc2c1=O)NCC(=O)N1CCC2(CC1)OCCO2	10%	3.7%
CSc1ccc(CN2CCN(Cc3cc(Br)ccc3O)CC2)cc1	-2%	6.4%
C=CCN1C(=O)NC(=O)/C(=C/c2ccc(-c3cc([N+](=O)[O-])ccc3Cl)o2)C1=O	1%	-1.4%
CCOC(=O)Cn1cc(C(=O)c2ccccc2F)c2ccccc21	nt	5.2%
Cc1cc(C)n2nc(SC(C)C(=O)N3CCC4(CC3)OCCO4)nc2n1 (centres undefined)	5%	-2.3%
COc1ccccc1N=Cc1c(O)n(C)c(=O)n(C)c1=O	-4%	-3.9%

Other records.
CC(C)Oc1ccc(C2C(C#N)=C(N)Oc3c2c(=O)oc2ccccc32)cc1 (centres undefined)
  Rat MKP-3 inhibitors: nt	Hsp70 displacement: -1.9%

COc1ccc(CCNCc2cccc([N+](=O)[O-])c2)cc1OC
  Rat MKP-3 inhibitors: 2%	Hsp70 displacement: 5.0%

CC(C)C1(C)N=C(c2nc3ccccc3cc2C(=O)O)NC1=O (centres undefined)
  Rat MKP-3 inhibitors: -7%	Hsp70 displacement: 6.4%

CCOP(=O)(C#CC(C)(C)C)C(C)(O)c1ccccc1 (centres undefined)
  Rat MKP-3 inhibitors: -11%	Hsp70 displacement: 0.0%

COc1ccccc1CN1CCN(C(=O)Cc2ccccc2)CC1
  Rat MKP-3 inhibitors: -2%	Hsp70 displacement: nt

CCCCn1c(C)c(C(=O)O)c2cc(OC)ccc21
  Rat MKP-3 inhibitors: -7%	Hsp70 displacement: 0.3%

Cc1ccc(N2C(=O)NC(=O)/C(=C\c3cn(CC(=O)O)c4ccccc34)C2=O)cc1
  Rat MKP-3 inhibitors: 8%	Hsp70 displacement: 3.6%

CC(=O)c1c(O)n(C)c(=S)n(-c2ccccc2)c1=O
  Rat MKP-3 inhibitors: -6%	Hsp70 displacement: nt

Cc1ccc(S(=O)(=O)ON2CC2(C(F)(F)F)C(F)(F)F)cc1 (centres undefined)
  Rat MKP-3 inhibitors: -1%	Hsp70 displacement: 4.8%

Cc1nn(Cc2ccccc2)c(C)c1C(=O)OCC(=O)NCc1ccco1
  Rat MKP-3 inhibitors: nt	Hsp70 displacement: 0.6%

C=CCn1c(O)c(C(C)=NC2CC2)c(=O)[nH]c1=O
  Rat MKP-3 inhibitors: 0%	Hsp70 displacement: 2.7%
